RORgamma inh: blocks mouse ROR gamma transcriptional activity; Potency, µM (top dose mostly 53.6 µM), inactives show at the top dose activity change, negative = inhibition, actives largely listed as inhibitors; Drosophila S2 Gal4-RORgamma UAS-luciferase reporter, 20 h; 310,000 tested, 5.4% active; P51450; also: potency is read from the fitted curve at half-maximal effect; % is scaled to controls: 0 for no effect and ±100 for the full control effect; nearly all actives have a fitted effect of over 60% in size
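Stably transfected Drosophila Schneider cells are the test system, with ROR gamma fused to Gal4 and luciferase under UAS control; luminescence is read after 20 hr of 700 uM copper sulfate induction at ambient temperature.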
KCNH2 3.1 block: blocks the human KCNH2 3.1 channel isoform | U2OS KCNH2 3.1, thallium flux FluxOr; stronger effect = lower value | activity change, % (tested at about 1.8 µM) | 340,000 tested, 0.95% active | AID 720553;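 active = maximum activity change below -70%; inconclusive = maximum activity change from -70% to -50%; inactive = maximum activity change above -50%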;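 also: thallium influx rate constant from kinetic fluorescence after stimulation buffer; % is scaled to controls: 0 for no effect and ±100 for the full control effect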
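Normalized rate constant (relative to positive and negative DMSO controls) derived from a 2 min kinetic fluorescence read after stimulation; U2OS cells expressing the 3.1 isoform via virus at 1.77 x 10^8 /mL.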
Rab9 promoter act: Rab9 promoter activation | Huh7 Rab9 promoter-luciferase reporter, luminescence, 24 h | Potency, µM (top dose mostly 9.22 µM), inactives show at the highest dose activation, negative = inhibition, actives largely listed as activators | 320,000 tested, 2.8% active; also: potency is read from the fitted curve at half-maximal effect; % of control where 0% means no effect; nearly all actives have a fitted effect of over 60% in size
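Stable Rab9-luc Huh7, 1500 cells/well, 2 h settle; cmpd in DMSO, 24 h, 37 °C/5% CO2; luciferase reagent 10 min RT; luminescence.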
Mito fusion act: mitochondrial division inhibition or fusion activation; S. cerevisiae fusion-defective mutant growth rescue, CellTiterGlo 48 h; Potency, µM (highest dose often 46.1 µM), without a hit: at the highest dose growth rescue (activation), hits mostly activators; 320,000 tested, 0.23% active;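 also: potency is read from the fitted curve at half-maximal effect; % of control where 0% means no effect; nearly all actives have a fitted effect of over 45% in size; temperature-sensitive fusion mutants such as fzo1-1 at 37 °C on non-fermentable ethanol glycerol medium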
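Luminescent cell viability in 1536-well qHTS format served as the measure of rescued growth in ts fusion-mutant S. cerevisiae cultured on non-fermentable YPEG for 48 hours at 37C.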
ELG1 repair inh: inhibitors of ELG1-dependent DNA repair in HEK293T cells. HEK293T ELG1-luciferase reporter, luminescence, 16 h; DNA damage induced by 5-fluorouridine. Potency, µM (top dose mostly 46.1 µM), inactives show at the highest dose activity change, negative = inhibition, most hits filed as inhibitors. 330,000 tested, 2.3% active. AID 504467; also: potency is read from the fitted curve at half-maximal effect; % is scaled to controls: 0 for no effect and ±100 for the full control effect; nearly all actives have a fitted effect of over 55% in size
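Reporter activity after DNA damage by 5-fluorouridine is monitored. Compound-treated cells incubate 16 hr at 37 °C, then ONE-Glo is added for 30 min before luminescence reading.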
PKM2 activator: PKM2 (human) enzyme activation. P14618. purified PKM2, Kinase-Glo ATP luminescence, activation; response scale: 0% is enzyme alone, no compound. AID 1631. Potency, µM (doses to about 57.5 µM), for the others: top-dose activation, usual class: activators. 260,000 tested, 0.34% active; also: potency is read from the fitted curve at half-maximal effect; % is scaled to controls: 0 for no effect and ±100 for the full control effect; nearly all actives have a fitted effect of over 55% in size
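Purified hPK-M2 (>95%) run at intermediate activity with 0.1 mM ADP and 0.5 mM PEP in 50 mM imidazole pH 7.2, KCl, MgCl2; 1 h room temperature. ATP formed read by Kinase-Glo luminescence; normalized to uninhibited and no-enzyme controls.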
MBNL1-CUG inh: inhibitors of human MBNL1 binding to CUG repeat RNA | Q9NR56 | TR-FRET MBNL1-His/biotin-(CUG)12 binding, 665/545 ratio | Potency, µM (highest dose often 57.5 µM), without a hit: at the top dose activity change, negative = inhibition, actives largely listed as inhibitors | 280,000 tested, 0.036% active | AID 2675; active = well fitted inhibition curve with a large enough effect in the signal ratio, with a control signal flat, not every such curve was filed as active; inconclusive = small, poorly fitted or top-dose-only effect, or effect the other way, or a change in a side signal; inactive = no such curve, though single readings can be large or run the other way; the % refers to the signal ratio; also: potency is read from the fitted curve at half-maximal effect; % is scaled to controls: 0 for no effect and ±100 for the full control effect
Target sequence (Q9NR56 whole entry, looked up): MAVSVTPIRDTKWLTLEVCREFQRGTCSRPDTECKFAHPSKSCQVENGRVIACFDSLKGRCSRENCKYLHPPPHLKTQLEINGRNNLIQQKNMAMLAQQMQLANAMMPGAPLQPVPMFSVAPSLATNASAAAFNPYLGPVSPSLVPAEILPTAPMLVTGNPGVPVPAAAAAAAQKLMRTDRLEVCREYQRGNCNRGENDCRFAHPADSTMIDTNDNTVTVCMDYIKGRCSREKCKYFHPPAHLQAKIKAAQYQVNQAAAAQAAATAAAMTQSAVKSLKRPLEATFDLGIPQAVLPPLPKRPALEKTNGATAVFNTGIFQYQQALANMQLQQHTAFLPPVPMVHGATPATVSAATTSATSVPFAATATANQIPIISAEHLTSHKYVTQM
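Inhibition of protein-RNA binding appears as loss of TR-FRET between terbium anti-His antibody on MBNL1-His and streptavidin-XL665 on biotin-(CUG)12. Activity is normalized to buffer-only and uninhibited-complex controls.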
NPC1 promoter act: activates the NPC1 promoter; Huh7 NPC1 promoter luciferase reporter, 24 h; Potency, µM (series often up to 9.22 µM), for the others: at the highest dose activation, actives largely listed as activators; 320,000 tested, 2.4% active;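 also: potency is read from the fitted curve at half-maximal effect; % of control where 0% means no effect; nearly all actives have a fitted effect of over 60% in size; reporter is driven by a mutant NPC1 promoter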
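Stable NPC1-promoter luciferase Huh7 line; cpd (DMSO) 24 h, 37 °C, 5% CO2; Amplite luciferase reagent 10 min RT; luminescence readout. qHTS format.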
VP16 counter: Gal4-VP16 reporter inhibition counter-screen; Drosophila S2 Gal4-VP16 UAS-luciferase, luminescence, 20 h; Potency, µM (series often up to 53.6 µM), for inactives: at the highest dose activity, negative = inhibition, most hits filed as inhibitors; 310,000 tested, 3.5% active;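 also: Gal4-VP16 expression switched on by copper sulfate through the metallothionein promoter; potency is read from the fitted curve at half-maximal effect; % is scaled to controls: 0 for no effect and ±100 for the full control effect; nearly all actives have a fitted effect of over 50% in size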
FLuc modulator: firefly luciferase modulation, counter-screen for miR-21 project; P08659; 360,000 tested, 6.9% active; Potency, µM (highest dose often 57.5 µM), inactives show top-dose activity change, negative = inhibition, hits mostly inhibitors; purified FLuc, Km substrates, luminescence inhibition;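 also: potency is read from the fitted curve at half-maximal effect; plate controls were vehicle for no effect and reference inhibitor for full effect; nearly all actives have a fitted effect of over 55% in size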
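Biochemical qHTS of compounds, final roughly 60 µM downward over six points, against 10 nM purified firefly luciferase using Km concentrations of substrates (10 uM D-luciferin, 10 uM ATP) in Tris acetate pH 7.5 buffer; luminescence output.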
Menin MLL FP TR: inhibitors of human menin-MLL interaction, mutant MLL peptide. Menin + Texas Red MLL mutant peptide, fluorescence polarization. Potency, µM (highest dose often 61.6 µM), without a hit: top-dose FP activity change, negative = inhibition, most hits filed as inhibitors. 270,000 tested, 0.23% active. AID 1768; active = well fitted inhibition curve with a large enough effect in the polarisation, with a control signal flat, not every such curve was filed as active; inconclusive = small, poorly fitted or top-dose-only effect, or effect the other way, or a change in a side signal; inactive = no such curve, though single readings can be large or run the other way; the % refers to the polarisation; also: potency is read from the fitted curve at half-maximal effect; % of control where 0% means no effect; many of its hits are not listed in these tables
Target sequence (O00255 whole entry, looked up): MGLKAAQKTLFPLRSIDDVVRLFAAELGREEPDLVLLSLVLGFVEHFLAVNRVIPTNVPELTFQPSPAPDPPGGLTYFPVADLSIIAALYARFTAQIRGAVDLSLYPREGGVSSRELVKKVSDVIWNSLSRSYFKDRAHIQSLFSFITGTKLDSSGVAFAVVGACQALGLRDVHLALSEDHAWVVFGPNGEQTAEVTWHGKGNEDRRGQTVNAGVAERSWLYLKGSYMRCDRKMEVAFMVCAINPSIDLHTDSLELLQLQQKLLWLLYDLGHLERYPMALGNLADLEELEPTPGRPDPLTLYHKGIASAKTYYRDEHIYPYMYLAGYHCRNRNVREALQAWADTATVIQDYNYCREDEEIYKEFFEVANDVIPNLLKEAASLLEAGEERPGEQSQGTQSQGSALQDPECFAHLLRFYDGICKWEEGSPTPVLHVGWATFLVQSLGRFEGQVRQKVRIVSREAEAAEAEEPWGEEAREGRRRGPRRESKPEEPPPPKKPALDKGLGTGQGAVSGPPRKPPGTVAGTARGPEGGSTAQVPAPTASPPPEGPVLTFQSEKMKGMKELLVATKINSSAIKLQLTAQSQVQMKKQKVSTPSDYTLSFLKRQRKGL
An asterisk follows results filed as active; ? = inconclusive; . = not tested or not shown; & = joins results of further samples; ! = not confirmed by another sample; [ ] = another dose, or the depositor's remark. Unless noted, calls follow the shape of the dose curve; as a rule, active = well fitted curve in the direction sought with a large enough effect; inconclusive = small, poorly fitted or top-dose-only effect, or another doubt; inactive = no such curve, though single readings can be large; an effect the other way counts as inactive or inconclusive.

SMILES	RORgamma inh	KCNH2 3.1 block	Rab9 promoter act	Mito fusion act	ELG1 repair inh	PKM2 activator	MBNL1-CUG inh	NPC1 promoter act	VP16 counter	FLuc modulator	Menin MLL FP TR
C/C(=N/NC(=O)c1ccncc1)c1cc2ccc(O)cc2oc1=O	12%[10 µM]	9	-13%	1%	-2%	2%	.	-1%	-4%	-1%	18%
CCN(C(=O)COC(=O)c1oc2ccc(OC)cc2c1C)C1CCS(=O)(=O)C1 (centres undefined)	.	8	-1%	2%	4%	.	.	-3%	.	2%	.
COc1ccc2oc(C(=O)OCC(=O)N3CCCCC3)c(C)c2c1	.	7	?	2%	?	.	.	21%	.	?	.
CCOC(=O)N1CCC(c2cc(=O)n(-c3ccccc3)[nH]2)CC1	?	-4	3%	-4%	-18%	-4%	-7%	-4%	6%	0%	?
CC[C@H](NC(=O)c1c(C)c(-c2ccccc2)nc2ccccc12)c1ccccc1	?	-8	-10%[46.1 µM]	21µM*!	?	-13%	-5%	-8%[46.1 µM]	-4%&9%	0%	0%
N#CC1(NC(=O)CSc2nc3ccccc3s2)CCCCC1	.	-5	-2%	1%	2%	.	.	-2%	.	-5%	.
CCN(CC(=O)Nc1c(F)cccc1F)C(=O)C1CCN(C(=O)c2ccc(F)cc2)CC1	.	11	-1%	-5%	29%	.	.	1%	.	5%	.
NC(=O)NOCc1ccccc1	-6%	-15	-1%	6%	1%	-4%	-8%	-3%	-2%	-2%	-14%
CCC(C)/C(C)=N/Nc1ccc(S(N)(=O)=O)cc1[N+](=O)[O-] (centres undefined)	-1%	-4	-2%	7%	?	-5%	?	-6%	6%	-5%	9%
CCN(C(=O)CSc1nnc(-c2ccc3c(c2)OCO3)o1)C1CCS(=O)(=O)C1 (centres undefined)	.	-2	-3%	-6%	11%	.	.	-3%	.	-20%	.
Oc1ccc(CNc2ccccc2O)cc1	-18%	2	27%	-18%	?	10%	?	-2%	-3%	?	?
Cc1cccc(NC(=O)CCNS(=O)(=O)c2ccc(Cl)cc2)c1	-18%	-3	-1%	-2%	0%	0%	-5%	0%	9%	-1%	?
Cc1cc(Cl)ccc1NC(=S)NC1CCCC1	2.2µM*	7	0%	-16%	1%	2%	-3%	-3%	14µM*	-10%	-3%
CCN(Cc1ccncc1)Cc1ccc(OC)c(OC)c1	10%	8	0%	-1%	-6%	0%	4%	-2%	-2%	2%	7%
COc1ccc(CNC(=O)CSc2n[nH]c(N)n2)cc1	-11%	-35	-2%	-12%	5%	.	-7%	-5%	-3%	1%	?
Cc1cccc(NC(=O)c2sc(C)nc2C)c1	-6%	11	?	0%	?	-8%	?	?	?	24µM*	-14%
O=C(NNC(=O)c1sc2ccccc2c1Cl)Nc1ccc(Cl)cc1	-17%	-1	5%	-5%	10%	-3%	-20%	2%	11%	-2%	.
CCC(=O)N(CCc1ccccc1C)Cc1cc2ccc(C)cc2[nH]c1=O	35%	4	0%	10%	?	6%	-4%	0%	-10%	-1%	-5%
CN1C(=O)c2cccc3c(S(=O)(=O)N(C)C)ccc1c23	-7%[1.91 µM]	0	6%	1%	?	?	?	-5%	12%	7%	-4%
COc1ccc(N=C2SC(CC(=O)Nc3ccc(F)cc3)C(=O)N2Cc2ccco2)cc1 (centres undefined)	?	11	1%	8%	?	2%	?	-2%	-11%	1%	-9%
O=C(NC1CCN(Cc2ccccc2)CC1)C1CCN(S(=O)(=O)c2ccc(Cl)cc2)CC1	?	-3	-8%	-9%	-17%	.	-3%	-7%	?	-2%	.
CCN(CC)S(=O)(=O)c1ccc(N2CCOCC2)c(NC(=O)c2cc3ccccc3oc2=O)c1	?	-5	10%	?	5.2µM*	-1%	72%[activator]	1%	-4%	-2%	51%[activator]
NNC(=S)Nc1c(F)cc(F)cc1Br	4µM*	-6	0%	-5%	2%	-6%	9%	0%	?	1%	.
O=C(Nc1ccc(C(F)(F)F)cc1)C1CC(=O)N(c2ccc3c(c2)OCCO3)C1 (centres undefined)	-1%	2	2%	-2%	-6%	5%	-3%	-2%	-4%	1%	?
CC(NC(=O)c1ccc(CS(=O)(=O)c2ccc(Cl)cc2)o1)c1ccc2c(c1)OCCO2 (centres undefined)	28%	-21	-4%	4%	?	3%	-11%	1%	-3%	0%	4%
CCOc1ccccc1N(C)C(=O)c1cn(C)c(=O)c2ccccc12	1%	7	-1%	-3%	23%	.	-8%	-3%	3%	0%	1%
CSc1cccc(NS(=O)(=O)c2ccc(C(C)=O)cc2)c1	?	-32	-10%	10%	7.3µM*	16%	-2%	1%	?	-3%	.
Cc1ccc(S(=O)(=O)CCC(=O)OC(C)C(=O)Nc2ccc(N3CCOCC3)cc2)cc1 (centres undefined)	.	6	8%	0%	28%	.	.	15%	.	2%	.
Cc1ccc(S(=O)(=O)N2CCN(C(=O)c3c(-c4ccccc4)noc3C)CC2)cc1C	-5%	4	-2%	10%	0%	2%	-4%	-6%	1%	2%	-6%
COc1c2ccoc2c(OCC=C(C)C)c2oc(=O)ccc12	-4%	9	-2%	11%	9%	-1%	?	-3%	0%	?	5%
O=C(OCc1ccccc1)N1CCCC1/C=C/CN1CCOCC1 (centres undefined)	-5%	-7	0%	10%	1%	-10%	-4%	-4%	-7%	5%	-26%
O=[N+]([O-])c1ccccc1SNc1ccc(Br)cn1	16%	.	-4%	-1%	26%	?	3%	-7%	-15%	0%	?
CC1CC(c2ccccc2)=Nc2ccccc2N1 (centres undefined)	-25%	14	?	-3%	?	0%	?	19%	14%	?	-16%
CCOc1cc(-c2nc(-c3ccccc3)c(-c3cc([N+](=O)[O-])ccc3C)[nH]2)ccc1O	?	-10	.	14µM*	.	1%	-8%	.	-14%	5%	?
O=C(Nc1ccc2nc3n(c(=O)c2c1)CCCCC3)C(=O)N1CCN(c2ccccc2F)CC1	22%	-17	-2%	10%	?	.	-11%	0%	-12%	1%	-3%
C/C=C/COC(=O)c1[nH]c2c(c1C)C(=O)CC(c1ccc(N(C)C)cc1)C2 (centres undefined)	?	0	1%	?	?	15%	3%	-1%	3%	-9%	4%
CCC(CC)N1CCN(C(=O)c2cccc(Cl)c2)CC1	-4%	1	1%	2%	2%	0%	-5%	-1%	1%	-1%	?
COCCNC(=O)C(=O)Nc1cc2c3c(c1)CC(=O)N3CCC2	4%	32	0%	-4%	24%	.	1%	-2%	1%	-7%	.
CCOc1ccc(C(=O)Nc2ncn[nH]2)cc1	-27%	0	29%	-3%	?	0%	0%	17%	0%	?	20%

Part of the list above in order of SMILES length, falling:
SMILES	RORgamma inh	KCNH2 3.1 block	Rab9 promoter act	Mito fusion act	ELG1 repair inh	PKM2 activator	MBNL1-CUG inh	NPC1 promoter act	VP16 counter	FLuc modulator	Menin MLL FP TR
CCN(CC)S(=O)(=O)c1ccc(N2CCOCC2)c(NC(=O)c2cc3ccccc3oc2=O)c1	?	-5	10%	?	5.2µM*	-1%	72%[activator]	1%	-4%	-2%	51%[activator]
Cc1ccc(S(=O)(=O)CCC(=O)OC(C)C(=O)Nc2ccc(N3CCOCC3)cc2)cc1 (centres undefined)	.	6	8%	0%	28%	.	.	15%	.	2%	.
CCN(CC(=O)Nc1c(F)cccc1F)C(=O)C1CCN(C(=O)c2ccc(F)cc2)CC1	.	11	-1%	-5%	29%	.	.	1%	.	5%	.
CCOC(=O)N1CCC(c2cc(=O)n(-c3ccccc3)[nH]2)CC1	?	-4	3%	-4%	-18%	-4%	-7%	-4%	6%	0%	?
CSc1cccc(NS(=O)(=O)c2ccc(C(C)=O)cc2)c1	?	-32	-10%	10%	7.3µM*	16%	-2%	1%	?	-3%	.
COc1c2ccoc2c(OCC=C(C)C)c2oc(=O)ccc12	-4%	9	-2%	11%	9%	-1%	?	-3%	0%	?	5%

Screening results deposited in PubChem BioAssay by National Center for Advancing Translational Sciences (NCATS).

The list is partial. The share of hits here may be higher or lower than overall.
